USP2a inh: qHTS Assay for Inhibitors of Ubiquitin-specific Protease USP2a; USP2a enzymatic assay, qHTS inhibition; Potency, µM (doses to about 38.3 µM), without a hit: top-dose activity change, negative = inhibition, usual class: inhibitors; actives 0.1% (n = 60,000);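 also: potency is read from the fitted curve at half-maximal effect; nearly all actives have a fitted effect of over 60% in size; plate controls were DMSO for no effect and NEM full inhibition control for full effect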
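Inhibition is measured in a cell-free coupled assay with 20 nM USP2 core, 20 nM Ub-PLA2 and 20 uM NBD C6-HPC, 2.5 h incubation. Activity normalized to NEM control.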
Caspase-7 inhib: qHTS Assay for Allosteric/Competitive Inhibitors of Caspase-7 | recombinant caspase-7, Ac-DEVD-AFC fluorescence rate | Potency, µM (doses to about 57.5 µM), inactives show at the top dose activity change, negative = inhibition, most hits filed as inhibitors | actives 0.02% (n = 75,000); active = well fitted inhibition curve with a large enough effect in the main read-out, with a control signal flat, not every such curve was filed as active; inconclusive = small, poorly fitted or top-dose-only effect, or a change in a side signal; also: potency is read from the fitted curve at half-maximal effect; % of control where 0% means no effect
Pol III holo inh: qHTS Assay for Inhibitors of DNA Polymerase III Holoenzyme System | Potency, µM (doses to about 57.1 µM), inactives show at the highest dose activity change, negative = inhibition | reconstituted DNA polymerase III holoenzyme replication, biochemical | actives 0.25% (n = 71,000); also: potency is read from the fitted curve at half-maximal effect; % is scaled to controls: 0 for no effect and ±100 for the full control effect
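Reconstituted *E. coli* holoenzyme (0.35 nM Pol III, 1 nM beta, 154 nM SSB, 2 nM primase) was preincubated with compound for 15 min at RT. Synthesis on 1.4 nM ssM13Gori ran 35 min, then was stopped with PicoGreen/EDTA and read as dsDNA fluorescence.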
HADH2 inhib: qHTS Assay for Inhibitors of HADH2 (Hydroxyacyl-Coenzyme A Dehydrogenase, Type II). 3-hydroxyacyl-CoA dehydrogenase type-2 (Homo sapiens), Q99714. recombinant HADH2, NADH fluorescence, beta-hydroxybutyryl-CoA. Potency, µM (series often up to 57.1 µM), inactives show at the top dose activity change, negative = inhibition, usual class: inhibitors. actives 3.4% (n = 73,000); also: potency is read from the fitted curve at half-maximal effect; % is scaled to controls: 0 for no effect and ±100 for the full control effect; nearly all actives have a fitted effect of over 60% in size; many of its hits are not listed in these tables
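20 nM HADH2 + cpd, 15 min RT; add 1 mM NAD+/90 uM beta-hydroxybutyryl-CoA; kinetic fluorescence 360/450 nm, 4 min. Tris-HCl pH 9.0, 0.01% Tween-20.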
Tau filament bind: qHTS Assay for Tau Filament Binding | Microtubule-associated protein tau (Homo sapiens), P10636 | recombinant tau filaments, thioflavin S fluorescence, 15 h; filaments grown with octadecylsulfate alongside compound | Potency, µM (doses to about 57.1 µM), for the others: at the top dose activity change, negative = inhibition | actives 2% (n = 71,000);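 also: potency is read from the fitted curve at half-maximal effect; % is scaled to controls: 0 for no effect and ±100 for the full control effect; actives lower thioflavin S fluorescence by blocking filaments or displacing dye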
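Quantitative HTS: thioflavine S signal from ODS-induced tau filaments, excited at 450 nm, emission 510 nm. Conditions: 1 uM tau, 30 uM ODS, 15 h at 37 C, pH 7.4.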
Casp1 inh: qHTS Assay for Allosteric/Competitive Inhibitors of Caspase-1; P29466; Caspase-1 enzyme, Ac-WEHD-AFC fluorogenic rate; Potency, µM (titrated, usually from 57.5 µM), inactives show at the highest dose activity change, negative = inhibition, usual class: inhibitors; actives 0.03% (n = 75,000); AID 900, 2007;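 also: potency is read from the fitted curve at half-maximal effect; plate controls were vehicle for no effect and no substrate for full effect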
BRCT inh green: qHTS Assay for Inhibitors of BRCT-Phosphoprotein Interaction (Green Fluorophore). Breast cancer type 1 susceptibility protein (Homo sapiens), P38398. BRCA1 BRCT-phosphopeptide binding, green fluorescence polarization. Potency, µM (highest dose often 76.9 µM), inactives show top-dose activity change, negative = inhibition, usual class: inhibitors. actives 0.05% (n = 75,000);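 also: potency is read from the fitted curve at half-maximal effect; plate controls were peptide without protein for full effect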
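Compounds were incubated for 12 min at room temperature with a complex of 100 nM fluorescein-tagged pBACH1 decapeptide and 250 nM His-tagged BRCT protein. Buffer was phosphate pH 7.3 with EDTA, DTT and Tween 20. Disruption of binding lowers the polarization signal.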
ALOX15 inhib: qHTS Assay for Inhibitors of 15-hLO (15-human lipoxygenase). Polyunsaturated fatty acid lipoxygenase ALOX15 (Homo sapiens), P16050. purified 15hLO-1, xylenol orange hydroperoxide absorbance. Potency, µM (highest dose often 57.1 µM), for the others: top-dose activity change, negative = inhibition, most hits filed as inhibitors. actives 1.4% (n = 74,000). AID 887, 2007; also: potency is read from the fitted curve at half-maximal effect; % is scaled to controls: 0 for no effect and ±100 for the full control effect; nearly all actives have a fitted effect of over 55% in size
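Readout: Fe(III)-xylenol orange absorbance, 573-to-405 nm ratio as reaction progress. Enzyme 40 nM purified human 15hLO-1, substrate 50 uM arachidonic acid, 6 min RT after 15 min compound preincubation; Hepes pH 7.5 buffer with Triton X-100.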
HEK293 cAMP ctrl: qHTS Assay for Agonists of the Thyroid Stimulating Hormone Receptor: Activators of Intracellular cAMP Concentrations in Parental HEK 293; parental HEK293 CNG cAMP sensor, membrane potential fluorescence; Potency, µM (titrated, usually from 57.1 µM), inactives show at the top dose activation, usual class: activators; actives 2.5% (n = 73,000); AID 938, 2007; also: potency is read from the fitted curve at half-maximal effect; % of control where 0% means no effect; nearly all actives have a fitted effect of over 55% in size
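Parental HEK 293 cells stably expressing a cAMP-gated CNG channel were loaded with membrane potential dye containing 100 uM RO 20-1724 for 60 min. Compound added for 30 min; depolarization read as fluorescence intensity at 590 nm.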
Rhodamine autofl: qHTS Assay for Spectroscopic Profiling in Rhodamine Spectral Region | actives 0.05% (n = 59,000) | Rhodamine-region fluorescence, 547/598 nm, Tris buffer; active compounds read high | AID 594, 2007 | max dye-equivalent concentration, M; in the data active = max dye-equivalent concentration above about 11 nM; inconclusive = between about 1.1 nM and that limit
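Read-out is relative fluorescence at 547 nm excitation and 598 nm emission, expressed as dye-equivalent concentration using rhodamine standards on every plate. Each compound was profiled across a concentration series after 15 min in 100 mM Tris, pH 8.0.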
BRCT PPI red: qHTS Assay for Inhibitors of BRCT-Phosphoprotein Interaction (Red Fluorophore) | AID 892, 2007 | Breast cancer type 1 susceptibility protein (Homo sapiens), P38398 | Potency, µM (highest dose often 76.9 µM), for the others: at the highest dose activity change, negative = inhibition, most hits filed as inhibitors | BRCT-phosphopeptide binding, red fluorescence polarization | actives 0.03% (n = 75,000); also: % is scaled to controls: 0 for no effect and ±100 for the full control effect
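Fluorescence polarization: 100 nM His-tagged BRCA1 BRCT with 100 nM TAMRA-labelled phospho-BACH1 decapeptide, phosphate buffer pH 7.3 with 150 mM NaCl, DTT, 0.01% Tween 20; 12 min RT. Binding inhibition seen as FP decrease.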
* hit, by the source's call; i = inactive; ? = inconclusive; . = no result given; [ ] = dose if it differs, or a comment. Unless noted, calls follow the shape of the dose curve; as a rule, active = well fitted curve in the direction sought with a large enough effect; inconclusive = small, poorly fitted or top-dose-only effect, or another doubt; inactive = no such curve, though single readings can be large; an effect the other way counts as inactive or inconclusive. A portion of the library; count on the stated rates, not on these rows.

no. | compound | Pol III holo inh | HEK293 cAMP ctrl | HADH2 inhib | BRCT PPI red | BRCT inh green | ALOX15 inhib | Casp1 inh | Caspase-7 inhib | Tau filament bind | USP2a inh | Rhodamine autofl
1 | CCOc1cccc(C=Nc2cc(C)cc(C)c2O)c1O | -5% | -21% | ? | -1.3% | 0.5% | 10µM* | ? | -4% | ? | 24% | .
2 | CCn1c(=O)c(C(=O)NCc2ccc(OC)cc2)c(O)c2ccccc21 | 0% | 3% | 5% | 0.9% | -2.2% | -12% | -1% | 0% | -1% | 1% | i
3 | CC(C)C1Nc2ccc(S(N)(=O)=O)cc2C2C=CCC21 (stereo not drawn) | -1% | 1% | -16% | -0.9% | 2.5% | ? | ? | -23% | 109% | 33%[activator] | i
4 | Cc1ccc(NC(=O)c2cccc(OCc3c(C)noc3C)c2)c(C)c1 | -6% | ? | 5% | -0.8% | 1.5% | ? | -2% | -2% | 2% | 5% | i
5 | Cc1nnc(SCCCN2C(=O)c3ccccc3C2=O)o1 | -4% | ? | 7% | 0.4% | -0.8% | 2% | -1% | -1% | -2% | 3% | i
6 | Cn1c(=O)oc2cc(S(=O)(=O)N3CCC4(CC3)OCCO4)ccc21 | 0% | 3% | 10% | -0.4% | 1.9% | 13% | -2% | 0% | 4% | -3% | i
7 | Cc1n[nH]c(=O)nc1NCCN(C)C | -2% | 5% | ? | -1.7% | -3.9% | 2% | -1% | 0% | 5% | -8% | i
8 | N/C(=N\O)c1cn([C@@H]2O[C@@H](CO)[C@H](O)[C@@H]2O)c2ncnc(NO)c12 | -16%[11.4 µM] | 3%[11.4 µM] | -6%[11.4 µM] | 1.3%[15.4 µM] | 1.0%[15.4 µM] | -2%[11.4 µM] | 1%[11.5 µM] | 0%[11.5 µM] | -4%[11.4 µM] | . | i
9 | Cc1ccc(S(=O)(=O)N2CCC(C(=O)Nc3nnc(-c4ccco4)s3)CC2)cc1 | -4% | -1% | 15% | 0.3% | -1.5% | 1% | -2% | 0% | 16% | 14% | i
10 | CSc1nsc(SC)c1NC(=O)OC1CCCCC1 | 0% | 22% | ? | -3.0% | -0.5% | ? | -1% | 0% | -4% | -5% | i
11 | CC1=C(C(=O)OCc2ccccc2)C(c2cccc([N+](=O)[O-])c2)NC(=O)N1CCCCCC(=O)O (stereo not drawn) | -1% | 12% | -4% | -0.2% | -1.4% | 4% | 0% | -2% | -4% | . | .
12 | COc1ccc(C2C3=C(CC(C)(C)CC3=O)Oc3ncn(CCO)c(=N)c32)cc1OC (stereo not drawn) | -5% | 7% | 24% | 1.5% | 1.0% | 3% | 0% | 0% | -3% | 2% | i
13 | C=CCNC(=O)C1CCN(S(=O)(=O)CC)CC1 | 3% | 9% | 0% | 0.6% | -0.6% | 7% | 0% | 2% | 11% | -3% | i
14 | CC1(C(=O)NC2CCCCCCC2)CCC(=O)N1CCN1CCOCC1 (stereo not drawn) | -13% | 8% | 7% | 0.0% | -3.0% | -4% | -1% | 2% | 2% | 11% | i
15 | CCOC(=O)N/N=C1/C[C@@H](O)[C@@H](O)[C@@H]2[C@@H]3C(=O)N(C(C)(C)C)C(=O)[C@H]3CC[C@H]12 | . | ? | 5%[11.4 µM] | -0.3%[15.4 µM] | -0.3%[15.4 µM] | 4%[11.4 µM] | -1%[11.5 µM] | -1%[11.5 µM] | . | . | .
16 | COc1cccc2sc(Nc3nc(-c4ccccn4)cs3)nc12 | -4% | 10% | -16% | -3.7% | -0.2% | 7% | -4% | -12% | 128% | 44%[activator] | i
17 | O[C@@](CCN1CCCCC1)(c1ccccc1)C1CCCCC1 | -4%[25.6 µM] | 32%[25.6 µM] | -7%[25.6 µM] | -0.8%[34.4 µM] | -0.7%[34.4 µM] | -2%[25.6 µM] | 2%[25.7 µM] | 0%[25.7 µM] | -16%[25.6 µM] | 2%[17.1 µM] | i
18 | COc1c(O)cc(O)cc1O | . | . | . | -0.7% | 0.5%[3.08 µM] | -3% | 2% | 0% | . | -11% | .
19 | Cc1ccc(-c2nc(CS(=O)CC(=O)NCCN(CC(C)C)CC(C)C)c(C)o2)cc1 (stereo not drawn) | -2% | 9% | -12% | -1.2% | -1.0% | -6% | 0% | 0% | -7% | -7% | i
20 | O=c1c(-c2cc(F)cc(F)c2)nc2cncnc2n1Cc1ccccc1 | -8% | -5% | 10% | -2.0% | -0.8% | 11% | -7% | -11% | 32µM* | 45%[activator] | i
21 | CCN(CC(=O)NC1CCS(=O)(=O)C1)c1nc(-c2ccccc2)nc2ccccc12 (stereo not drawn) | ? | 3% | -4% | -3.2% | -3.3% | -6% | 3% | 1% | 2% | 1% | i
22 | CN1CCN(c2ccc3nc(-c4ccc5nc(-c6ccc(O)cc6)[nH]c5c4)[nH]c3c2)CC1 | 2µM* | 6%[11.4 µM] | -29%[11.4 µM] | -1.7%[15.4 µM] | 0.8%[15.4 µM] | 28%[11.4 µM] | 0%[11.5 µM] | -7%[11.5 µM] | 53%[11.4 µM] | . | i
23 | O=C(O)CC1Oc2ccc(Cl)cc2NC1=O (stereo not drawn) | -7% | 8% | -9% | -0.8% | -0.4% | 2% | -4% | 0% | 6% | . | .
24 | O=C(c1cccs1)N1CCC(c2ccccc2)C1 (stereo not drawn) | 3% | 10% | 1% | -1.4% | 4.3% | 0% | -1% | -1% | 10% | 5% | i
25 | CCn1c(=S)sc2nc(C)sc21 | -12% | 0% | 3.2µM* | -0.7% | -1.8% | ? | 0% | 0% | 1% | -7% | i
26 | Cc1ccc(C(=O)O)c(C(=O)Nc2nc(C)cs2)c1 | -8% | 21% | -7% | -0.3% | -1.6% | 16% | -2% | 2% | -12% | -7% | i
27 | Cc1nnc(NC(=O)c2cccc(F)c2)s1 | . | -7% | -1% | 0.4% | -1.0% | ? | -1% | -1% | . | . | .
28 | CC(C)(C)/C(O)=C(/C#N)c1nc2ccccc2[nH]1 | -5% | 9% | 1% | -0.7% | -1.8% | -17% | -2% | -1% | -5% | 10% | i
29 | CCCN1Cc2cccc(C(=O)NCCCOC(C)C)c2C1=O | -6% | 3% | 0% | -0.9% | -9.2% | 7% | 2% | 0% | 0% | 16% | i
30 | CC1(C)C(=O)Nc2ccccc2N1C(=O)CN1C(=O)c2ccccc2C1=O | 5% | -3% | 14% | 0.3% | -1.2% | -1% | -1% | 0% | -7% | -2% | i
31 | CC(=O)N1CCC[C@@]2(CCN(C(=O)Nc3ccccc3)C2)C1 | -6% | 7% | 0% | -1.2% | -2.9% | 7% | -4% | 0% | 3% | 5% | i
32 | Cc1c(C(=O)NC(C)c2ccncc2)oc2ccccc12 (stereo not drawn) | -11% | 5% | 2% | 0.3% | -0.9% | -4% | -1% | -3% | -7% | 0% | i
33 | c1csc(-c2cn3c(n2)SCC3)c1 | 5% | 12% | ? | 0.8% | 2.2% | -21% | -2% | -7% | 6% | 15% | .

Record cards, as listed above. Screens in order: Pol III holo inh, HEK293 cAMP ctrl, HADH2 inhib, BRCT PPI red, BRCT inh green, ALOX15 inhib, Casp1 inh, Caspase-7 inhib, Tau filament bind, USP2a inh, Rhodamine autofl
Shown for `CCn1c(=S)sc2nc(C)sc21` = -12%, 0%, 3.2µM*, -0.7%, -1.8%, ?, 0%, 0%, 1%, -7%, i
Shown for `c1csc(-c2cn3c(n2)SCC3)c1` = 5%, 12%, ?, 0.8%, 2.2%, -21%, -2%, -7%, 6%, 15%, .
Shown for `CC1(C)C(=O)Nc2ccccc2N1C(=O)CN1C(=O)c2ccccc2C1=O` = 5%, -3%, 14%, 0.3%, -1.2%, -1%, -1%, 0%, -7%, -2%, i
Shown for `Cc1nnc(NC(=O)c2cccc(F)c2)s1` = ., -7%, -1%, 0.4%, -1.0%, ?, -1%, -1%, ., ., .
